NPR1 activator: GC-A stimulated cGMP production enhancers – HEK293 GC-A cells, cGMP TR-FRET, EC30 ANP, primary screen | Atrial natriuretic peptide receptor 1 (Homo sapiens), P16066 | 0% at EC30 ANP, 100% saturating ANP | activation, % at 10 µM | hit rate 0.14% among 370,000 | AID 1671463, 2021; in the data active means activation above about 40%
hcDAF-12 act: H. contortus DAF-12 nuclear receptor activators, primary screen, cell-based, luminescence, HEK293, lit1-tk-luc reporter | hit rate 1.4% among 370,000 | AID 652067, 2013 | HEK293 hcDAF-12 lit1-tk-luc reporter; 0% DMSO, 100% Δ7-dafachronic acid | activation, % at 6.8 µM;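 active means activation above the mean of all tested compounds plus 3 SD, cut at about 5.5% in these data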;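 further: 100% = response to 3 µM Δ7-dafachronic acid high control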
SMARCA2 act: SMARCA2 (BRM) function activators, primary screen, cell-based, luminescence, high throughput | MG213 cells, MMTV-luciferase reporter, dexamethasone, overnight | activation, % at 9.1 µM | hit rate 1% among 370,000 | AID 652017, 2013; in the data active means activation above about 7.8%;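 further: 0% = vehicle wells and 100% = reference activator wells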
hgDAF12 agonist: H. glycines DAF-12 receptor agonists, primary screen, cell-based, luminescence, HEK293, GAL4 fusion, UAS-luciferase | Nuclear hormone receptor DAF-12 (Heterodera glycines), GAL4 fusion | hit rate 1.8% among 370,000 | AID 687014, 2013 | activation, % at 6.8 µM | HEK293 GAL4-hgDAF12 UAS-luciferase reporter, agonist luminescence; normalized to butyrate control;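 active means activation above a cutoff set at the mean of all screened compounds plus 3 SD, cut at about 10% in these data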;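 further: 0% = DMSO wells and 100% = sodium butyrate wells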
ssDAF-12 act: S. stercoralis DAF-12 nuclear receptor activators, primary screen, cell-based, luminescence, HEK293, GRIP1 co-expression, lit1-tk-luc | activation, % at 6.8 µM | HEK293 ssDAF-12/GRIP1 lit1-tk-luc reporter; % of 3 µM dafachronic acid response | hit rate 1% among 370,000;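 active means activation above the mean over all tested compounds plus 3 SD, cut at about 0.9% in these data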;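 further: 0% = DMSO-only wells and 100% = 3 µM delta7-dafachronic acid wells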
FXN GAA850 act: FXN promoter activators, primary screen, cell-based, luciferase luminescence, HEK293 lucGAA850; HEK293 lucGAA850 FXN promoter luciferase reporter, 24 h; percent of 10 µM SAHA response; activation, % at 6 µM; hit rate 0.56% among 360,000; AID 540364, 2011;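 active means activation above the average of all compounds screened plus 3 SD, cutoff fixed separately per campaign, cut at about 7.5% in these data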;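 further: 0% = DMSO wells and 100% = 10 µM SAHA wells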
DAX1 inh-1: DAX1 (NR0B1) inhibitors, primary screen, cell-based, HEK293, Gal4-DAX1, luciferase luminescence | Nuclear receptor subfamily 0 group B member 1 (Homo sapiens), P51843 | HEK293 Gal4-DAX1 luciferase reporter | inhibition, % at 6.75 µM | hit rate 0.99% among 340,000 | AID 504766, 2011;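 active means inhibition above the mean over all tested compounds plus 3 SD, cut at about 4.2% in these data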;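 further: 0% = DAX1-transfected cells with DMSO and 100% = empty-vector control cells with DMSO; inhibition shows as a rise in luminescence from relieved DAX1 repression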
Target sequence (P51843 207-470 limits assumed): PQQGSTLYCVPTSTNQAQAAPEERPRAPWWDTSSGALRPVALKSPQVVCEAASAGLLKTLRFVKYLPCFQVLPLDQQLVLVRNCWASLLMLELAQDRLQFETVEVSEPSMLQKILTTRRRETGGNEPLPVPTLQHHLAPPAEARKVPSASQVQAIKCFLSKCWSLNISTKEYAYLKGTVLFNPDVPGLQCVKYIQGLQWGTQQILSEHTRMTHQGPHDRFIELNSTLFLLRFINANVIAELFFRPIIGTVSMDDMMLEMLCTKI
ADAM17 inh: ADAM17 inhibitors, primary screen, biochemical, QFRET | Disintegrin and metalloproteinase domain-containing protein 17 (Homo sapiens), P78536 | recombinant ADAM17, EDANS/DABCYL FRET peptide cleavage | inhibition, % at 6.95 µM | hit rate 0.83% among 370,000 | AID 720648, 2013;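 active means inhibition above the mean of compounds lying between control limits plus 3 SD, set per campaign, cut at about 8.5% in these data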;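 further: 0% = DMSO-only wells as the low control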
PG9 binder: binders of HIV-1 gp120 antibody PG9, primary screen, biochemical, TR-FRET | AID 624416, 2012 | hit rate 0.43% among 360,000 | HIV-1 gp120 / PG9 antibody interaction | TR-FRET gp120-PG9 antibody binding | inhibition, % at 6.7 µM; in the data active means inhibition above about 8.5%
DAX1 inh-2: DAX1 (NR0B1) inhibitors on StAR promoter, primary screen, cell-based, luminescence, SF-1 (NR5A1), full-length DAX-1; HEK293T StAR-luciferase reporter, SF-1/DAX-1 repression relief; inhibition, % at 6.8 µM; hit rate 1.1% among 370,000; AID 652010, 2013;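 active means inhibition above the mean over all tested compounds plus 3 SD, cut at about 3.6% in these data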;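 further: 0% = DAX-1 cells with DMSO and 100% = cells lacking DAX-1 with DMSO; higher inhibition means more luminescence from relief of DAX-1 repression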
ADAM10 inh: human ADAM10 inhibitors, primary screen, biochemical, QFRET, HTS; hit rate 0.62% among 370,000; Disintegrin and metalloproteinase domain-containing protein 10 (Homo sapiens), O14672; recombinant ADAM10, EDANS/DABCYL FRET peptide cleavage, 3 h; inhibition, % at 7 µM;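 active means inhibition above a per-campaign cutoff equal to the mean of compounds falling between control-based bounds plus 3 SD, cut at about 20% in these data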;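 further: 0% = DMSO wells while the 100% control is not disclosed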
Target sequence (O14672 214-748 limits assumed): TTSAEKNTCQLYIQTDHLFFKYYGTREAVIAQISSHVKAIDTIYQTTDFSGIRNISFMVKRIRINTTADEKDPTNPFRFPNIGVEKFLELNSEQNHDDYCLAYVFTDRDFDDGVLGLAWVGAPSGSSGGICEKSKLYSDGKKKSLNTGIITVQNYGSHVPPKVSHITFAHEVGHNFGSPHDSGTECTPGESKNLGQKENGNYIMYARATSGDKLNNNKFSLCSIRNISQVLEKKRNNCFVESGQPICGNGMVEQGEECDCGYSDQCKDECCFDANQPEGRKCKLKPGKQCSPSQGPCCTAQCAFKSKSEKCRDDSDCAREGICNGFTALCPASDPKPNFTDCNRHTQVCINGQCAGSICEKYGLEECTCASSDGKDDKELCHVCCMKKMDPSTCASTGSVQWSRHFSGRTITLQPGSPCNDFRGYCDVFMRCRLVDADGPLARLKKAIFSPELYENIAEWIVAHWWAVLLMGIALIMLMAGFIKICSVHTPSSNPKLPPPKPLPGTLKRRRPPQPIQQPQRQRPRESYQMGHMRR
Starred values were filed as active, the others as inactive; . = not tested or not shown.

Each structure is followed by: hgDAF12 agonist, FXN GAA850 act, SMARCA2 act, ADAM17 inh, DAX1 inh-1, PG9 binder, NPR1 activator, hcDAF-12 act, ADAM10 inh, DAX1 inh-2, ssDAF-12 act
[1] Cn1cccc1Cc1nnc(SCC(=O)Nc2ccc(Cl)cc2)n1-c1ccc(F)cc1
  1.0, -3.1, -3, 1, -1.5, -1.6, -26, -0.9, -13, -0.5, -0.9
[2] COc1ccccc1N1CCN(C(=O)c2ccccc2SCC(=O)N2CCCC2)CC1
  -1.3, 1.6, 4, -2, -2.2, 2.1, -2, 0.7, -1, -0.2, -1.1
[3] COc1cc(/C=C/C(=O)OCC(=O)N2CC3(C)CC2CC(C)(C)C3)ccc1O (stereo not drawn)
  0.1, 1.0, -3, -16, -0.1, -3.5, -4, -1.4, -57, 1.1, -1.6
[4] Fc1cccc(CCN2C(=S)NC[C@@H]2Cc2ccccc2)c1
  -1.8, 1.5, 0, -1, 0.5, 0.3, 0, -1.6, 6, 0.3, -1.7
[5] COc1ccc(Cl)cc1NC(=O)CN(C)C(=O)Cn1[nH]c(=O)c2ccccc2c1=O
  -1.8, 0.9, -2, -6, 1.0, -1.6, -4, -2.1, -15, -0.5, -0.1
[6] CC(OC(=O)c1ccc([N+](=O)[O-])o1)C(=O)Nc1nc(-c2ccc(F)c(F)c2)cs1 (stereo not drawn)
  10, 4.3, 1, -1, -0.3, -1.6, 24, 0.7, -9, 0.0, -0.1
[7] CCCCNS(=O)(=O)c1ccc(S(=O)(=O)N2CCC3(CC2)OCCO3)cc1
  -4.5, 1.2, -3, -7, -0.8, -0.3, 3, -0.7, -8, 0.5, -1.4
[8] COc1cc(N=CC2=C(O)c3ccccc3C2=O)cc(OC)c1
  5.8, 5.7, -2, -3, 1.0, 1.2, -1, 2.6, -5, 0.9, -0.1
[9] CCOc1cccc(-c2c(C(=O)N/N=C/c3ccsc3)nnn2-c2nonc2N)c1
  -0.5, 0.0, 1, 1, -0.1, -3.4, 1, -1.8, 6, -0.4, -1.1
[10] Cc1cccc(-c2nc(C#N)c(NCc3ccco3)o2)c1
  5.8, 4.0, 6, -72, 1.5, -2.4, 3, 3.4, -168, 0.6, -1.1
[11] Cc1c([N+](=O)[O-])oc2c1C(=O)NCCC2
  0.1, 0.3, -1, 2, 1.2, 0.5, 1, 1.3, -12, -0.5, -1.7
[12] Cc1cc(C(=O)N2CCC2(C)C(=O)NS(=O)(=O)c2cccc(Cl)c2)nn1C (stereo not drawn)
  0.7, 1.0, 8.1*, 0, ., 0.8, 0, 0.4, -3, 0.5, -1.1
[13] CCOC(=O)N1CCN(C(=O)CCCCCn2c(=S)[nH]c3cc4c(cc3c2=O)OCO4)CC1
  -1.4, 0.1, 0, 1, -1.0, 8.7*, 0, 0.0, 6, 0.0, -1.2
[14] CC1(C)C2CCC(CN)C1C2 (stereo not drawn)
  3.7, -0.5, 0, -2, 5.3*, 0.5, 1, -1.8, -1, 0.1, -1.1
[15] O=C(COC(=O)c1ccccc1C(=O)c1ccc(Cl)cc1)NCC1CCCO1 (stereo not drawn)
  -3.1, -0.5, -1, 1, -0.5, -1.3, 3, 0.1, 3, 0.0, -1.6
[16] CN(CC(=O)Nc1ccccc1Br)CC(=O)NC(c1ccccc1)c1ccccc1
  -0.8, -0.7, 2, -1, -1.6, -2.3, -16, -1.0, 2, -1.1, -1.3
[17] CC(C)(C)C(=O)Nc1ccc(N2CCN(C(=O)c3cccs3)CC2)cc1
  0.8, -1.6, 7, 1, 1.3, -2.5, -1, -0.7, -5, 0.5, -1.3
[18] CCOC(=O)C1=NOC2COC3(CCN(c4ncccn4)CC3)OCC12 (stereo not drawn)
  -1.7, 1.8, 4, -21, 1.4, 0.7, -2, -0.3, -34, -0.8, -0.9
[19] O=C(COC(=O)/C=C/c1ccc2c(c1)OCO2)NC1CCS(=O)(=O)C1 (stereo not drawn)
  -2.8, -0.9, -3, -57, 0.9, -0.1, 5, -0.7, -187, 0.1, -0.7
[20] CC(C)(C)S(=O)N1Cc2cc(C(=O)NCC(F)(F)F)nc(-c3cccc(-c4cccc(F)c4)c3)c2[C@@H]1CCO (stereo partly drawn)
  -6.5, ., -6, 15*, ., -1.6, 0, -3.0, 27*, -6.4, -1.5
[21] CCOC(=O)C1=C(C)NC(=O)NC1C1CC=CCC1 (stereo not drawn)
  0.5, -0.2, -2, 1, 0.4, -1.2, -2, -2.2, 3, -0.6, -0.8
[22] Cc1cccc(NCc2nc(-c3ccccc3)no2)c1
  2.5, 1.9, 1, 0, -0.4, -4.5, 2, -0.9, -12, -0.3, -1.1
[23] CC(CCc1ccccc1)NCc1ccc(Cl)cc1Cl (stereo not drawn)
  0.3, 1.9, -3, 1, -3.0, -0.2, -11, -2.2, 2, 0.1, 0.3
[24] CCn1nnc(NC(=O)c2ccco2)n1
  -2.0, 0.6, 1, -1, -1.6, -2.2, 6, -2.0, 1, 0.3, -1.1
[25] COc1cc2c(cc1OC)C(c1ccc([N+](=O)[O-])cc1)N(C(C)=O)CC2 (stereo not drawn)
  -1.4, 1.8, 5, 0, 0.0, -2.1, -2, -2.4, 4, 0.6, -1.8
[26] O=C(NCc1ccco1)c1c(Cl)cccc1Cl
  -3.9, -0.4, -7, -1, 3.3, 1.1, 0, -0.6, -12, 0.2, -1.1
[27] COCCCNc1nc2c(c(=O)[nH]c(=O)n2C)n1CC(O)COc1ccccc1C (stereo not drawn)
  2.5, -2.3, 0, -2, 2.6, -2.7, -3, -0.8, -4, 1.0, -0.8
[28] Cc1cc([N+](=O)[O-])nn1CC(=O)Nc1nc2ccccc2s1
  -1.2, 2.1, -1, 0, 0.2, 0.8, 4, 0.4, 3, 1.0, -1.4
[29] COC(=O)c1ccc(Oc2cc(C)nc(-n3nc(C)cc3C)n2)cc1
  -5.2, -0.8, -1, -2, 1.6, -1.4, 1, -0.9, -1, 0.8, -1.0
[30] CCn1ccnc1CN(C)C(=O)C1CCC(=O)N(Cc2cccc(C(F)(F)F)c2)C1 (stereo not drawn)
  2.7, -0.3, -1, -6, 0.1, -1.7, -1, -1.2, -7, -0.9, -1.2

Next part:
Each structure is followed by: hgDAF12 agonist, FXN GAA850 act, SMARCA2 act, ADAM17 inh, DAX1 inh-1, PG9 binder, NPR1 activator, hcDAF-12 act, ADAM10 inh, DAX1 inh-2, ssDAF-12 act
[31] Cc1ccc(C)c(C(O)c2ncc(-c3cccc4ccccc34)[nH]2)c1 (stereo not drawn)
  -1.1, -0.3, -3, -18, ., -1.9, -1, -0.6, -77, 0.3, -1.8
[32] O=S(=O)(c1ccc2ccccc2c1)n1cccn1
  0.5, 1.0, 1, 0, 0.4, 0.9, 1, 0.0, -13, 1.1, -0.9
[33] O=[N+]([O-])c1cccc(S(=O)(=O)N2CCC(c3nc(-c4ccncc4)no3)CC2)c1
  3.7, -4.0, -2, -5, 0.7, 1.4, -7, -0.2, 0, 0.0, -0.7
[34] O=C(O)/C=C/C(=O)Nc1ccc(-n2nccc2C(F)(F)F)cc1
  2.1, 3.6, -1, -4, 4.2*, 1.2, 2, 0.6, 1, -0.1, -1.2
[35] Cc1noc(C)c1NC(=O)N(C)C[C@@H]1OCc2cnnn2CCCC(=O)N([C@@H](C)CO)C[C@@H]1C
  -0.5, 0.2, -2, -4, 0.0, -0.6, 4, 2.5, -7, 0.5, -0.8
[36] O=C(NCc1cccnc1)C1CCN(S(=O)(=O)c2cc(Cl)ccc2Cl)CC1
  -0.5, -0.2, -4, -2, -0.4, -2.6, -5, -0.7, -5, -0.1, -1.2
[37] COc1ccc(S(=O)(=O)N2CCOC23CCN(S(C)(=O)=O)CC3)cc1
  1.0, 0.5, -2, 1, -0.7, 0.6, 9, -0.9, -14, -0.2, -1.1
[38] COc1ccc(C2CC(c3ccccc3)=NN2C(=O)COC(=O)/C=C/c2ccc(O)c(OC)c2)cc1 (stereo not drawn)
  -1.9, 1.4, -2, 3, -2.1, -0.5, 5, -1.4, -2, -1.0, -1.1
[39] COc1cccc(C(=O)NC(Cc2ccccc2)c2ccc3c(c2)OCCCO3)c1 (stereo not drawn)
  -1.6, 2.6, 0, 4, -0.1, -0.1, -1, 1.0, 13, -0.4, -1.7
[40] O=C(COC(=O)C1CC(O)CN1C(=O)Oc1ccccc1)c1ccc(Br)cc1 (stereo not drawn)
  -1.6, 2.6, -3, -2, 0.6, 3.5, 5, 2.1, -1, -0.1, -0.9
[41] OC[C@@H]1CN(CCN2CCOCC2)C[C@H](n2cnc3c(NC4CC4)ncnc32)O1
  -0.9, 0.4, -1, -6, ., -0.5, 4, -1.4, -17, -0.5, -0.7
[42] CC(C)CNS(=O)(=O)c1ccc(CCC(=O)NCC2CCCO2)cc1 (stereo not drawn)
  0.5, -0.5, 2, -3, 0.4, -1.5, 4, -0.1, 6, 0.1, -0.7
[43] CSc1nc(/C=C2\C=Nc3ccccc32)c(O)n1C
  7.8, 4.1, 6, 2, 1.3, -18, -10, 6.4*, 4, -0.1, 0.9*

Pulled by structure from the list above:
Each structure is followed by: hgDAF12 agonist, FXN GAA850 act, SMARCA2 act, ADAM17 inh, DAX1 inh-1, PG9 binder, NPR1 activator, hcDAF-12 act, ADAM10 inh, DAX1 inh-2, ssDAF-12 act
[6] CC(OC(=O)c1ccc([N+](=O)[O-])o1)C(=O)Nc1nc(-c2ccc(F)c(F)c2)cs1 (stereo not drawn)
  10, 4.3, 1, -1, -0.3, -1.6, 24, 0.7, -9, 0.0, -0.1
[14] CC1(C)C2CCC(CN)C1C2 (stereo not drawn)
  3.7, -0.5, 0, -2, 5.3*, 0.5, 1, -1.8, -1, 0.1, -1.1

High-throughput results from PubChem BioAssay.
